Source: PubChem
CendR NRP1 mod = alters CendR peptide binding to human NRP-1; O14786; inhibition, % at 25 µM; 360,000 tested, 0.85% active; FAM-RPARPAR peptide binding to NRP-1, fluorescence polarization;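 active means inhibition or corrected inhibition above about 18%, plus a signal ratio from 0.5 to 1.5, limit read from the data, passing the limit was not always enough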; further: strong numbers were not always called active
Rin1-Abl PPI inh = inhibitors of human Rin1-Abl protein interaction | P00519+Q13671 | TR-FRET Rin1/Abl binding, biochemical | inhibition, % at 7.35 µM | 360,000 tested, 0.4% active | AID 588664; in the data active means inhibition above about 5%, passing the limit was not always enough
FAS-TE inh = inhibitors of human fatty acid synthase thioesterase domain; 360,000 tested, 0.67% active; P49327; AID 602261; recombinant FAS-TE, OMFH fluorogenic substrate, fluorescence endpoint; inhibition, % at 15 µM;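 active means compounds whose normalised, plate-corrected inhibition of enzyme fluorescence in the single-dose primary screen is 50% or more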;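 further: 0% = DMSO with enzyme and 100% = substrate without enzyme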
eLon inh = E. coli protease La inhibition | P0A9M0 | purified E. coli Lon protease, fluorescence polarization | inhibition, % at 7.94 µM | 360,000 tested, 0.42% active | AID 602123; in the data active means inhibition above about 13%, passing the limit was not always enough;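 further: 0% = enzyme with probe and DMSO and 100% = no enzyme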
MT1-MMP act inh = blocks activation of human MT1-MMP | P50281 | HT1080 RFP-PRO-GFP cells, GFP/RFP ratio fluorescence, overnight; percent of plate control window, DMSO zero | GFP/RFP ratio change, % at 20 µM | 360,000 tested, 0.061% active;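 active means GFP/RFP ratio change of at least 30% with cell ATP level not reduced by more than half and red fluorescence within 50% of control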; further: strong numbers were not always called active
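Material: RFP-PRO-GFP reporter HT1080 cells. Dosing: single-point 20 µM compound, 1% DMSO. Controls: DMSO and RFP-L50D-GFP cell wells. Timing: cells overnight before dosing, compound overnight, 37 °C, 5% CO2. Measure: GFP/RFP fluorescence ratio.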
Neddylation inh = blocks human cullin neddylation. TR-FRET cullin neddylation, biochemical. AID 651699. calls only at 25 µM. 360,000 tested, 0.58% active; in the data active means inhibition above about 36%
SKN-1 block = C. elegans SKN-1 inhibition; C. elegans VP596 Pgst-4::GFP/RFP ratio, acrylamide-induced, 24 h; inhibition, % at 21.8 µM; 360,000 tested, 0.49% active; AID 624304;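 active means interference check ratio from 0.5 to 1.5 plus GFP to RFP signal ratio inhibition reaching or exceeding a fixed threshold, cut at about 30% in these data, passing the limit was not always enough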; further: some compounds called inactive have numbers as strong as hits
MsrA act = activates bovine MsrA enzyme; purified bovine MsrA, absorbance read-out; activation, % at 10.6 µM; 360,000 tested, 0.3% active; AID 602163; in the data active means activation above about 7.5%;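 further: 0% = vehicle and 100% = reference activator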
MLLE-PAM2 inh = blocks PAM2 peptide binding to the PABP1 MLLE domain; GST-MLLE / FITC-PAM2 fluorescence polarization; inhibition, % at 20 µM; 360,000 tested, 0.36% active; in the data active means inhibition above about 35%, passing the limit was not always enough;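 further: plate controls were DMSO wells with GST-MLLE for no effect and wells lacking GST-MLLE protein for full effect; some results filed as inactive read as strong as hits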
The depositor's hits bear a star; i = inactive; nt = no result given. This is a subset; count on the stated rates, not on these rows.

entry	compound	CendR NRP1 mod	Rin1-Abl PPI inh	FAS-TE inh	eLon inh	MT1-MMP act inh	Neddylation inh	SKN-1 block	MsrA act	MLLE-PAM2 inh
1	COc1ccc(-c2ccc3c(c2)CN(C(=O)NC2CCCCC2)Cc2cnnn2-3)cc1	7.2	1.4	20.2	1.9	-1.0	nt	11.3	-0.3	-6.1
2	COc1ccc(C2NCc3ccc4c(c3-n3cccc32)OCO4)cc1OC (stereo not given)	-7.3	-3.1	-5.8	-7.3	-0.8	i	5.1	-1.9	-5.7
3	COc1cc2c(c(OC)c1OC)-c1ccc(O)c(=O)cc1[C@@H](NC(C)=O)CC2	0.3	2.6	1.4	2.7	8.9	i	15.9	-4.8	-4.2
4	Cn1cc(C(=O)OCC(=O)Nc2ccccc2)c2ccccc21	21.3*	6.0	3.6	-15.9	5.9	i	-1.5	-3.6	6.9
5	CNCC(O)c1cc(F)c(OCc2ccccc2)c(OCc2ccccc2)c1F (stereo not given)	-10.4	-1.3	-5.7	4.4	4.1	i	13.5	-1.9	-5.5
6	NP(=O)(Nc1ccccc1)Nc1ccccc1	9.2	-0.9	-7.2	-11.0	-0.5	i	14.1	-1.6	-4.4
7	CN1CCN(c2nc3ccccc3o2)CC1	-14.2	-4.2	-5.7	-1.7	-4.2	i	2.0	-4.2	-24.4
8	O=c1[nH]c(=O)n(Cc2ccc(F)cc2)c(O)c1C=NCCN1CCCCC1	21.1	-0.6	-8.1	-6.6	1.8	i	4.8	0.8	-22.6
9	Cn1c(N)c(C(=O)COC(=O)Cc2ccccc2)c(=O)n(C)c1=O	2.7	4.9	-8.6	-4.6	2.0	i	2.8	-1.1	12.8
10	CCn1cc(C=C2C(=O)N(C)C(=O)N(C)C2=O)c2ccccc21	-9.5	-1.4	-2.2	-17.9	-9.6	i	13.1	-1.6	-15.4
11	C=CCn1c(O)c(C(CC)=NCCC2=CCCCC2)c(=O)[nH]c1=O	29.8*	1.8	2.1	3.2	3.7	i	6.8	3.2	-10.3
12	O=c1c2ccccc2nc(Cc2cccc([N+](=O)[O-])c2)n1-c1ccc(O)cc1	8.8	-0.1	2.0	6.7	1.4	i	1.8	0.6	15.5
13	CCCN(CCC)C1CCc2ccc(O)cc2C1 (stereo not given)	-1.2	-1.5	-2.4	-0.7	2.4	i	6.8	0.8	-1.5
14	Cc1cccc(N2C(=O)CC(=O)NC2=O)c1	0.2	-1.0	-6.1	-10.4	-16.0	i	15.2	-2.0	-29.0
15	Cc1cccc(NC(=O)N2CC3CC(C2)c2cccc(=O)n2C3)c1 (stereo not given)	9.8	2.8	-7.8	-3.1	-2.2	i	15.1	-5.1	0.4
16	Cc1ccccc1-n1c(O)c(/C=N/NC(=O)c2ccncc2)c(=O)[nH]c1=O	-20.4	-1.1	-2.5	5.2	-6.1	i	6.8	-3.3	0.1
17	CC(C)(C)[C@]1(O)C[C@@H]2OC(=O)C[C@@]23C(=O)O[C@@H]2OC(=O)[C@H](O)[C@]213	4.9	3.0	-9.8	-3.3	2.9	i	1.2	0.5	4.1
18	Nc1ncnc2c1ccn2[C@@H]1O[C@H](CO)[C@@H](O)[C@H]1O	5.8	1.8	-5.0	-19.8	-19.0	i	7.6	-6.8	-0.7
19	Cc1cc(O)c2c(c1)C(=O)C13C(=C2O)C(=O)[C@H]2[C@@H](O)[C@@H]1[C@H]1[C@H](O)[C@@H]3C(=O)C3=C(O)c4c(O)cc(C)cc4C(=O)C312 (stereo not given in full)	-33.6	10.5	1.0	-8.9	-36.0	i	2.8	-6.8	13.1
20	O=C(O)C(O)(c1ccccc1)C1CCCCC1 (stereo not given)	-2.3	1.0	-3.4	-0.8	-4.9	i	7.7	-1.9	-0.8
21	CCCCn1c(N)c(C(=O)OCCOC)c2nc3ccccc3nc21	-5.3	-5.8	-3.9	4.7	-13.5	nt	5.0	-1.8	4.7
22	COC(=O)C1=C(c2ccccc2OCc2ccccc2)C[C@@H]2CC[C@H]1N2C(=O)NCCN1CCOCC1	-2.7	1.0	-3.4	-1.9	3.8	i	8.7	-1.1	5.9
23	O=C(COc1ccc(Cl)cc1)N1CCN(Cc2ccccc2)CC1	2.9	4.1	-0.3	-2.9	7.8	i	-6.8	-2.1	2.5
24	Cc1cc(/C=C2/C(=O)NC(=O)N(Cc3ccco3)C2=O)c(C)n1-c1ccccc1	-15.7	1.6	-13.2	-94.7	-13.9	i	6.0	-2.6	-31.8
25	O=C1NC(=O)C2(CCN(c3ccccc3)CC2)C(=O)N1	1.3	3.8	-6.2	4.8	6.5	i	14.0	-2.2	14.3
26	CN1OC[C@@H]2CN[C@H](c3ccccc3Br)C[C@@H]21	1.3	-1.2	-8.9	1.2	0.7	i	10.8	-0.4	-28.1
27	COC(=O)C(C)Oc1cc(C)cc2oc(=O)c3c(c12)CCC3 (stereo not given)	-0.6	-3.7	-1.1	4.3	10.3	nt	5.2	0.7	-8.5
28	N#CC1(c2ccccc2)CCN(C2CC(=O)N(c3ccc(F)cc3)C2=O)CC1 (stereo not given)	12.6	0.7	-4.7	-2.7	1.7	i	-0.4	-12.5	-2.3
29	CCOc1cccc(=NC2CCCCC2)c2c(C)n(C)c(C)c12	0.4	-2.9	-9.2	89.8*	-33.0	i	28.5	-0.7	-0.6
30	Cn1cc(Br)c(C(=O)Nc2ccc3c(C(F)(F)F)cc(=O)oc3c2)n1	8.6	-2.4	6.4	2.8	2.1	nt	17.0	-2.9	4.9
31	COc1ccc(/C=C2/C(=O)NC(=O)N(c3ccc(C)c(C)c3)C2=O)cc1CN1C(=O)c2ccccc2C1=O	-69.6	1.0	-3.6	-24.8	-3.2	i	-1.4	0.2	27.0
32	OC(c1ccccc1)(c1ccccc1)C1CCCN1 (stereo not given)	4.7	1.1	-5.5	-8.7	2.2	i	5.1	-4.0	4.9
33	CN1C(=O)N(C)C(=O)C2(Cc3ccccc3N3CCOCC32)C1=O (stereo not given)	5.6	-0.2	-6.3	-2.6	-1.9	i	-11.8	-3.3	-1.3
34	CCCCOC(=O)c1ccccc1C(=O)OCc1ccccc1	-19.4	3.4	27.7	9.6	-2.0	i	7.0	-12.3	8.7
35	Cc1ccc(-c2nn(Cc3ccccc3)cc2C(=O)O)cc1	2.7	4.9	-6.2	-1.7	0.0	i	-6.5	-7.5	5.5
36	CCOC(=O)c1c(C)n(Cc2ccco2)c2c1cc(O)c1ccccc12	-5.9	2.4	3.4	2.8	-2.2	i	0.7	-1.7	10.1
37	CCCCOc1ccc(C(C)=O)cc1Cc1c(O)[nH]c(=S)[nH]c1=O	-11.8	1.5	-7.9	2.6	-3.9	i	16.7	-3.0	-112.5
38	COc1ccc(-n2nnnc2C(CCSC)N2CCC3(CC2)C(=O)NCN3c2ccccc2)cc1 (stereo not given)	-0.2	3.2	10.9	-2.3	0.9	i	-7.9	1.0	8.3
39	COC(=O)C1=C(c2cccc(C#N)c2)C[C@@H]2CC[C@H]1N2C(=O)NCc1ccco1	2.8	-0.5	-7.7	2.6	-0.9	i	-9.6	-3.0	9.2
40	Cc1cc(=O)oc2cc(OCC(=O)N3CCC(C(=O)O)(c4ccccc4)CC3)ccc12	-7.0	-2.0	-0.8	-8.1	-2.1	i	19.0	2.7	4.2
41	O=c1[nH]c(=S)[nH]c(O)c1N=Nc1ccc2c(c1)OCCO2	-138.3	-19.4	-1.8	-42.6	13.1	i	25.3	-1.5	-62.0
42	N#CC(C#N)=Cc1cccnc1	14.8	0.9	0.4	-2.8	-1.2	i	-8.1	-3.3	15.0
43	CCc1ccc(N2C(=O)NC(=O)/C(=C\c3cccn3CCOc3ccc(C(C)C)cc3)C2=O)cc1	36.5*	-2.2	-9.9	-14.0	-14.2	i	10.2	-1.4	-22.2
44	CCCNC(=O)N1[C@H]2CC[C@@H]1C(C(=O)OC)=C(c1cc3ccccc3s1)C2	-6.6	-1.4	-10.2	-9.0	8.1	i	-15.9	-2.4	9.6
45	CCOC(=O)C1=C(NC(=S)NC(=O)c2ccccc2)c2ccccc2CC12CCCC2	9.1	0.0	27.6	1.6	-19.0	i	-9.9	-9.5	33.9

The last 5 records of the part before come first, to join the parts.
entry	compound	CendR NRP1 mod	Rin1-Abl PPI inh	FAS-TE inh	eLon inh	MT1-MMP act inh	Neddylation inh	SKN-1 block	MsrA act	MLLE-PAM2 inh
41	O=c1[nH]c(=S)[nH]c(O)c1N=Nc1ccc2c(c1)OCCO2	-138.3	-19.4	-1.8	-42.6	13.1	i	25.3	-1.5	-62.0
42	N#CC(C#N)=Cc1cccnc1	14.8	0.9	0.4	-2.8	-1.2	i	-8.1	-3.3	15.0
43	CCc1ccc(N2C(=O)NC(=O)/C(=C\c3cccn3CCOc3ccc(C(C)C)cc3)C2=O)cc1	36.5*	-2.2	-9.9	-14.0	-14.2	i	10.2	-1.4	-22.2
44	CCCNC(=O)N1[C@H]2CC[C@@H]1C(C(=O)OC)=C(c1cc3ccccc3s1)C2	-6.6	-1.4	-10.2	-9.0	8.1	i	-15.9	-2.4	9.6
45	CCOC(=O)C1=C(NC(=S)NC(=O)c2ccccc2)c2ccccc2CC12CCCC2	9.1	0.0	27.6	1.6	-19.0	i	-9.9	-9.5	33.9
46	Cc1ccc(OCC(=O)N2CCCC(N3CCN(c4ccc(F)cc4)CC3)C2)cc1 (stereo not given)	-2.4	2.1	0.5	-8.1	5.7	i	-11.2	-3.5	-3.2
47	CC1CCC[C@H](O)CCCCCc2cc(O)cc(O)c2C(=O)O1 (stereo not given in full)	-5.9	-1.6	9.2	-7.2	-3.4	i	2.2	-1.2	4.3
48	CC(C)CCP(=O)(O)c1ccccc1	1.5	0.9	-9.5	-6.2	6.1	i	-0.6	-2.6	1.6
49	COc1cc(C=C2C(=O)NC(=O)NC2=O)ccc1OCc1ccc([N+](=O)[O-])cc1	-5.1	1.9	-0.5	-4.4	3.3	i	4.9	-3.1	4.3
50	Cc1cc(C)c(C(=O)CN2CCOCC2)c(C)c1	-3.6	-2.7	-3.5	-1.2	7.7	i	-0.7	-2.3	7.2
51	O=P(Nc1ccccc1)(Nc1ccccc1)Oc1ccccc1	7.0	4.5	0.6	-2.3	0.7	i	8.2	-2.7	-2.7
52	Cc1ccc2nc(N3CCN(C)CC3)[nH]c2c1	-7.8	1.4	-10.2	-6.7	5.2	i	-10.8	-8.2	-3.8
53	Cc1cccn2c(NCC3CCCO3)c(C(C)C)nc12 (stereo not given)	5.5	1.5	-7.6	-0.5	-2.9	nt	6.8	0.2	23.7
54	O=c1[nH]c(=O)n(Cc2ccccc2)c(O)c1C=NCCN1CCOCC1	-2.8	1.2	-5.1	3.7	3.6	i	-1.0	0.1	0.3
55	CCN1CCN(Cc2cc(Br)cc(Br)c2O)CC1	2.1	0.3	-7.6	1.0	0.0	i	6.2	-1.0	-8.1
56	Cc1ccc(-n2c(-c3ccc([N+](=O)[O-])cc3)nc3ccccc3c2=O)cc1	8.0	2.4	41.1	-8.4	0.3	i	4.3	-2.4	-5.6
57	Cc1ccccc1CN1CCN(c2ccc(Cl)cc2)CC1	-9.7	0.1	30.3	1.3	1.0	i	5.1	-2.5	6.3

A second format for 2 compounds above.
56) Cc1ccc(-n2c(-c3ccc([N+](=O)[O-])cc3)nc3ccccc3c2=O)cc1
- CendR NRP1 mod = 8.0
- Rin1-Abl PPI inh = 2.4
- FAS-TE inh = 41.1
- eLon inh = -8.4
- MT1-MMP act inh = 0.3
- Neddylation inh = i
- SKN-1 block = 4.3
- MsrA act = -2.4
- MLLE-PAM2 inh = -5.6
57) Cc1ccccc1CN1CCN(c2ccc(Cl)cc2)CC1
- CendR NRP1 mod = -9.7
- Rin1-Abl PPI inh = 0.1
- FAS-TE inh = 30.3
- eLon inh = 1.3
- MT1-MMP act inh = 1.0
- Neddylation inh = i
- SKN-1 block = 5.1
- MsrA act = -2.5
- MLLE-PAM2 inh = 6.3
